Assay outcomes: PubChem, several laboratories
Mtb RmlCD inh – blocks M. tuberculosis RmlC and RmlD coupled enzymes; inhibition, % at 3.6 µM; RmlC+RmlD coupled enzyme assay, percent inhibition; primary screen in compound mixtures; P9WH09+P9WH11; AID 1533; 160,000 tested, 0.03% active; in the data active = inhibition mostly above about 34%, no sharp cut-off; also: some results filed as inactive read as strong as hits
Target sequence (P9WH09 whole entry, looked up): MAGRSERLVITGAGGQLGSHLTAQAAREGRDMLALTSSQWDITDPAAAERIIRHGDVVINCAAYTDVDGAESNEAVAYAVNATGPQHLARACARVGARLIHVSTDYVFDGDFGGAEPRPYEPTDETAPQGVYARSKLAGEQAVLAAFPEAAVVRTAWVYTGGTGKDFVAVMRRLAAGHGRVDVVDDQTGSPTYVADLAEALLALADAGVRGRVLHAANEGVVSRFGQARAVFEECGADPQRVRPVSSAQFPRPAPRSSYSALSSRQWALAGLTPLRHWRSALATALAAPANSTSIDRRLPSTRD
Target sequence (P9WH11 whole entry, looked up): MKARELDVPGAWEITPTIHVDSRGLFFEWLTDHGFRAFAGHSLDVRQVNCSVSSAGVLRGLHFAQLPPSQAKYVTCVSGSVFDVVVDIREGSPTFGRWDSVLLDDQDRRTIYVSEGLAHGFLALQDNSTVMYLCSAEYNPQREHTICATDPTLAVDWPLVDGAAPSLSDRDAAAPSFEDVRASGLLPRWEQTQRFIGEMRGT
M. tuberculosis GlmU – inhibition of mycobacterial GlmU enzyme – biochemical, glucosamine-1-phosphate acetyltransferase (AID 1376). M. tuberculosis GlmU acetyltransferase enzyme assay; higher % means a stronger effect. 220,000 tested, 0.25% active. inhibition, %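 (tested at 30 µM in the primary screen)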, or IC50 in µM where a hit was titrated; in the data active = inhibition above about 13%;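 also: 0% = complete reaction with vehicle and 100% = reaction without substrate; strong numbers were not always called active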
The depositor's hits bear a star; . = no result given.

molecule	Mtb RmlCD inh	M. tuberculosis GlmU
COc1ccc(CCNC(=O)Cc2cccs2)cc1OC	-11.9	-6.1%
CCN(CC)Cc1c[nH]c2c(C(=O)OC)cccc12	-2.6	2.9%
CCC/C(=N\NC(=O)CNC(=O)/C=C/c1ccco1)c1ccccc1	.	1.8%
COc1ccc(CCNC(=O)c2nnn(-c3cccc(C)c3)c2N)cc1OC	.	0.6%
O=C(O)c1cccnc1-c1ncccc1C(=O)O	16.9	-1.7%
Cc1nn(C)c(C)c1NC(=O)c1ccc(Cl)cc1	10.8	-4.0%
CC1(C)CC(=O)C(=Cc2cn(CCC#N)nc2-c2ccc(Cl)cc2)C(=O)C1	.	-3.3%
O=S(=O)(NCc1ccccc1)c1ccc(S(=O)(=O)N(Cc2cccs2)CC2CCCO2)cc1 (stereo not given)	1.9	4.6%
Cc1c(NC(=O)c2nn3c(C(F)(F)F)cc(-c4ccccc4)nc3c2Br)c(=O)n(-c2ccccc2)n1C	4.3	1.7%
Cc1cc(C)c2nc(C(F)(F)F)nc(N3CC(C)OC(C)C3)c2c1 (stereo not given)	.	1.5%
O=C(Nc1ccccc1N1CCN(c2ccc(F)cc2)CC1)c1ccccc1	6.3	2.6%
COc1cc(C(=O)NCc2ccc(-n3cccc3)cc2)cc(OC)c1OC	36.6	.
COc1ccc(/C=N/Nc2nc(=O)[nH]nc2C)cc1OC	.	0.2%
c1nc2nc3c(c(N4CCNCC4)n2n1)CCCC3	.	-1.4%
Cc1cc(C(=O)N/N=C/c2cccc([N+](=O)[O-])c2)c(C)n1-c1ccccc1	1.4	3.6%
CC(=O)N1CCCC1(C(=O)O)c1ccccc1 (stereo not given)	-17.6	3.2%
CCn1c(Cc2ccccc2)nnc1SCc1ccc([N+](=O)[O-])cc1	-12.3	-2.4%
CCCCNC(=O)CC1Nc2ccccc2NC1=O (stereo not given)	.	9.0%
C/C(CC(=O)NC(C)(C)C)=N\NC(=O)COc1ccc(C)cc1Br	-7.4	-5.4%
COC(=O)N/N=C/c1c[nH]c2ccccc12	1.4	-0.7%

Going on with the list:
molecule	Mtb RmlCD inh	M. tuberculosis GlmU
O=C(Nc1ccccc1Cl)c1c(F)c(F)c(F)c(F)c1F	.	2.0%
Cc1cc(C)cc(N(CC(=O)Nc2c(C)n(C)n(-c3ccccc3)c2=O)S(C)(=O)=O)c1	.	-5.8%
O=C1c2cccc(OCC(=O)N3N=C(c4cccs4)CC3c3ccc(F)cc3)c2CCN1Cc1cccnc1 (stereo not given)	-3.6	0.8%
Cc1cc(C(F)(F)F)nc(SCC(=O)NC2CC3CCC2C3)n1 (stereo not given)	-4.9	-6.2%
CCC(=O)c1ccc(N2CCN(C(=O)c3cc([N+](=O)[O-])ccc3N3CCN(C)CC3)CC2)c(F)c1	9.7	4.3%
Cc1ccc(C(=O)OCc2nnc(-c3ccc(Br)cc3)o2)cc1	23.1	-5.0%
CC(=O)OCc1c(C(F)(F)F)nn(C)c1Oc1ccccc1	2.7	-6.0%
CN1C(=O)CC(N2CCC(C(N)=O)(N3CCCCC3)CC2)C1=O (stereo not given)	-7.6	-1.1%
BrC(=C\c1ccccc1)/C=N/Nc1ccc2nncn2n1	-9.8	5.0%
CN(C(=O)COC(=O)c1nc(Cl)c(Cl)c(Cl)c1Cl)C1CCS(=O)(=O)C1 (stereo not given)	.	-3.1%
CCOc1c(Br)cc(C(N)=O)cc1OCc1ccccc1	2.2	4.4%
Cc1ccc(S(=O)(=O)NNC(=O)c2cnn(-c3ccccc3)c2-n2cccc2)cc1	41.6	0.6%
Oc1[nH]c2ccccc2c1N=Nc1ccccc1	-11.6	-3.2%
CCOc1ccc(CC(=O)Nc2nccs2)cc1	12.3	4.9%
CCc1ccccc1NC(=O)CSc1ncn[nH]1	-10.0	5.6%
NNc1ccc2nncn2n1	12.1	-5.0%
O=C(CSc1ncn[nH]1)Nc1ccccc1Sc1ccccc1	-3.5	3.9%
Nc1nc2nc(-c3ccc(OCc4ccccc4)cc3)cc(C(F)(F)F)n2n1	-12.6	-1.3%
COc1cc(C(=S)N2CCCCC2)ccc1O	.	4.2%
CNc1oc(-c2ccc(Cl)cc2)nc1P(=O)(c1ccccc1)c1ccccc1	.	-0.7%

Later entries.
molecule	Mtb RmlCD inh	M. tuberculosis GlmU
C=CCCCCCCCCC(=O)Nc1c[nH]c(=O)[nH]c1=O	-8.9	3.8%
CCN(CC)CC(=O)Nc1ccc([N+](=O)[O-])cc1	-13.4	0.2%
O=c1cc(O)c2sc(Nc3ccc(F)cc3)nc2[nH]1	-11.9	3.5%
COc1ccccc1/C=C/C(=O)NCC(=O)N/N=C/c1cccnc1	-15.1	-0.9%
Cc1nn(-c2ccccc2)c2c1C(=O)N(c1ccccc1)C(=O)C(C)(C)C2	.	-4.5%
CC(NC(N)=O)C(=O)OCC(=O)c1ccc(-c2ccccc2)cc1 (stereo not given)	4.7	1.7%
CC(C)C(NC(=O)c1ccc(C(C)(C)C)cc1)C(=O)NCCc1ccccn1 (stereo not given)	4.0	4.7%
CCOC(=O)c1ccc(Oc2ccc(C(F)(F)F)cn2)cc1	9.2	-4.0%
COc1cccc(NC(=O)N2CCCC2C(=O)NC2CC2)c1 (stereo not given)	3.7	3.8%
O=C(Cn1nc(Cc2cccnc2)c2ccccc2c1=O)Nc1cccnc1Cl	1.6	2.8%
CN(CC(=O)Nn1cnnc1)S(=O)(=O)c1ccccc1	5.7	3.6%
O=C(Cn1cccc1C(=O)c1ccccc1)NCCCN1CCOCC1	14.2	-2.2%
Cc1cc(NS(=O)(=O)c2ccc(NC(=O)/C=C/c3ccc(C)o3)cc2)nc(C)n1	0.1	2.5%
Cc1ccccc1C(=O)c1cccn1CC(=O)N1CCCCCC1	.	0.3%
CCc1cccc(C)c1NC(=O)CSc1nnc(CCCOc2ccc(Cl)cc2Cl)n1C	8.4	-5.1%
CN1CCN(C(=O)C2=C[C@@H](c3ccc(C(F)(F)F)cc3)C[C@@H](OCCCCO)O2)CC1	.	1.4%
O=C(NC(=S)Nc1ccc(N2CCOCC2)cc1)c1cccc([N+](=O)[O-])c1	-4.4	-3.3%
COc1ccc(OC)c(CNC(=O)Cc2c(C(=O)O)[nH]c3ccc(Cl)cc23)c1	10.5	-3.3%
CN1CCC(=C2c3ccccc3C=Cc3ccccc32)CC1	.	-6.7%
O=C(O)COc1ccccc1/C=N/NC(=O)c1cc(-c2ccc(F)cc2)nc2ccccc12	1.0	3.5%

New compounds follow
molecule	Mtb RmlCD inh	M. tuberculosis GlmU
CN(C)C(=O)NC(O)C(Cl)(Cl)Cl (stereo not given)	-4.5	-5.3%
CCOC(=O)N1CCC(Nc2ccc3nnc(-c4ccccc4)n3n2)CC1	5.4	-1.8%
COc1ccccc1Nc1nc(N2CCOCC2)nc(N2CCOCC2)n1	.	1.0%
CCOC(=O)Nc1ccc2c(CN3C(=O)NC4(CCCC4)C3=O)cc(=O)oc2c1	.	-4.2%
Cc1csc2ncc(C(=O)Nc3ccon3)c(=O)n12	.	-2.9%
Cc1cnn(-c2nc(-c3ccccc3)cc(-c3ccccc3)n2)c1	12.1	-10.3%
C=C(C)CN1C(=O)c2ccccc2C1=O	.	5.2%
O=C(/C=C/c1cc2c(cc1Br)OCO2)NCc1ccc(Cl)cc1	-6.7	-3.9%
Cc1cc(C)c(NC(=O)NC(=O)c2cccc(F)c2)c(C)n1	1.0	0.4%
COC1=CC(=O)OC12CCCCC2	.	5.2%
CCn1c(SCC(=O)Nc2nc(C)c(C)s2)nnc1-c1cccs1	.	1.7%
COc1ccc(-c2nc3n(c2Br)CCC3)cc1	7.0	0.3%
CCOC(=O)c1sc(NC(=O)CSc2nncn2C)nc1C	4.6	-3.8%
O=C(CN1CCc2[nH]c3ccccc3c2C1)N1CCCCC1	.	-0.5%
CCn1ncc(CNC(=O)CCSc2nc(-c3ccco3)cc(C(F)(F)F)n2)c1C	.	3.0%
COc1ccc(OC)c(C(c2nnnn2C2CCCC2)N2CCN(c3ccc(F)cc3)CC2)c1 (stereo not given)	.	7.6%
O=C(c1ccc2c(c1)OCO2)N1CCN(c2ccc(C(F)(F)F)cn2)CC1	-3.7	0.8%
COCCn1c(SCC(=O)NNC(=O)Cc2ccccc2)nc2ccccc2c1=O	48.4	-3.7%
CN1c2ccccc2C(=O)NC1c1ccc([N+](=O)[O-])s1 (stereo not given)	4.9	2.4%
CCOC(=O)COc1c(/C=N\O)cc(Cl)cc1OC	10.9	-3.4%

Ordered by length of the SMILES (rising): part of the list above.
molecule	Mtb RmlCD inh	M. tuberculosis GlmU
C=C(C)CN1C(=O)c2ccccc2C1=O	.	5.2%
Cc1csc2ncc(C(=O)Nc3ccon3)c(=O)n12	.	-2.9%
Cc1cnn(-c2nc(-c3ccccc3)cc(-c3ccccc3)n2)c1	12.1	-10.3%
CCOC(=O)N1CCC(Nc2ccc3nnc(-c4ccccc4)n3n2)CC1	5.4	-1.8%
O=C(c1ccc2c(c1)OCO2)N1CCN(c2ccc(C(F)(F)F)cn2)CC1	-3.7	0.8%
CCn1ncc(CNC(=O)CCSc2nc(-c3ccco3)cc(C(F)(F)F)n2)c1C	.	3.0%

Other compounds.
molecule	Mtb RmlCD inh	M. tuberculosis GlmU
O=[N+]([O-])c1c(Nc2ccccc2O)ccc2nonc12	2.8	1.1%
Cc1ccc(S(=O)(=O)/N=C2/C=C(Sc3ncn[nH]3)C(=O)c3ccccc32)cc1	.	9.5%
O=C(C1CCCC1)N(c1ccccc1)C1C=CS(=O)(=O)C1 (stereo not given)	-6.3	0.3%
O=C(O)c1ccc(C(=O)c2ccc3c(c2)C(=O)N(CC2CCCO2)C3=O)cc1 (stereo not given)	-6.8	-0.5%
COc1ccc(CCC(=O)NCc2cn3ccsc3n2)cc1	.	-0.2%
COC(=O)c1ccccc1Oc1ccc(NC(=O)CCCl)cc1	.	-0.6%
O=C(Nc1ccccc1)[C@@H]1CC=C[C@@H]2CCN(Cc3ccc(Cl)c(Cl)c3)C(=O)[C@@H]21	.	3.8%
COc1ccc(CC2(CO)CCN(C/C=C/c3ccccc3OC)CC2)cc1	-10.8	-1.7%
Cc1cc(-c2nc(C)c(C(=O)NNS(=O)(=O)c3cccc(C(F)(F)F)c3)s2)no1	-0.9	3.5%
COc1cccc(-n2c(C)nc3cc(C(=O)O)ccc32)c1	-9.5	2.5%
COc1ccc(-c2[nH]ncc2CN(C)C(C)c2ccncn2)c(F)c1 (stereo not given)	.	4.6%
COCCCNC(=O)Cn1nnc(-c2ccccc2NC(=O)c2ccc(F)cc2)n1	2.4	3.8%
O=C(N/N=C/c1ccccc1OCC(=O)N1CCCC1)C(=O)Nc1ccccc1F	-9.4	1.8%
COc1ccc(OC)c(/C=N/N=C2\SCC(=O)N2Cc2ccco2)c1	.	1.6%
COc1cc(NC(=O)c2ccc(N)nc2)cc(C(=O)Nc2cccc(C(F)(F)F)c2)c1	.	1.8%
CC(Nc1ccc(Cl)cc1)C(=O)NN (stereo not given)	-8.2	-3.9%
Cc1cccc(OCc2n[nH]c(=S)n2-c2ccccc2)c1	-10.4	1.1%
Cc1ccc(/C=N/NC(=O)C(c2ccncc2)N2CCOCC2)cc1 (stereo not given)	-6.9	3.7%
CC(C)C1=NOC(C(=O)N2CCC(N3CCC(C(=O)N4CCOCC4)CC3)CC2)C1 (stereo not given)	10.7	-7.5%
O=C(Nc1cc2c(cc1Br)OCCO2)c1ccco1	.	6.6%

Looked up one by one from above (2):
molecule	Mtb RmlCD inh	M. tuberculosis GlmU
COc1cc(C(=S)N2CCCCC2)ccc1O	.	4.2%
COc1ccc(CCNC(=O)c2nnn(-c3cccc(C)c3)c2N)cc1OC	.	0.6%

(list continues)
molecule	Mtb RmlCD inh	M. tuberculosis GlmU
COc1ccccc1N(Cc1cc2cccc(C)c2[nH]c1=O)C(=O)C(C)C	.	0.0%
CCOC(=O)COc1c(Cl)cc(C2NC(=S)NC(c3ccccc3)=C2C(C)=O)cc1OCC (stereo not given)	14.2	-2.3%
COc1cc(OC)cc(C(=O)N[C@H](C(=O)OCC(=O)NC(C)c2ccccc2)C(C)C)c1 (stereo not given in full)	-1.8	-4.9%
CCN1CCN(c2ccc([N+](=O)[O-])cc2C(=O)OC)CC1	9.2	8.8%
Nc1cc(=O)[nH]c(SCC(=O)Nc2cc(Cl)ccc2Cl)n1	.	-1.4%
CCOC(=O)c1nnc2ccnn2c1N	13.9	7.7%
O=C(O)C1CC=CCC1C(=O)Nc1cccc(Cl)c1 (stereo not given)	.	7.9%
N#Cc1c(NC(=O)CSc2ncn[nH]2)sc2c1CCCCC2	7.5	9.2%
CCOC(=O)c1sc(NC(=O)OC)c(C(=O)OC)c1C	-4.8	-4.2%
C/C(=N\NC(=O)c1ccc(C)cc1)C1C(=O)c2ccccc2C1=O	.	-3.8%
COc1cc(CC(=O)OCC(=O)Nc2cc(S(=O)(=O)N3CCCC3)ccc2Cl)cc(OC)c1OC	.	-7.5%
N#CCCn1cc(/C=C2\NC(=S)N(c3ccccc3)C2=O)c(-c2ccc(-c3ccccc3)cc2)n1	-9.8	0.8%

An excerpt; rates above refer to the full screens.
